# Bioassay records deposited in PubChem BioAssay by National Center for Advancing Translational Sciences (NCATS).
# KDM5B inhibitor: KDM5B demethylase inhibition | Q9UGL1 | KDM5B demethylase, FDH-coupled NADH fluorescence (FDH is formaldehyde dehydrogenase) | Potency, µM (top dose mostly 57.7 µM), inactives show top-dose activity change, negative = inhibition, usual class: inhibitors | 220,000 compounds, 2.6% hits; active means well fitted inhibition curve with a large enough effect; inconclusive means small, poorly fitted or top-dose-only effect; inactive means no such curve, though single readings can be large or run the other way; further: 0% is about no effect; nearly all actives have a fitted effect of over 70% in size
#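 Measured: NADH fluorescence change, 30 min, RT. System: KDM5BΔAP 200 nM final, H3K4me3 peptide, α-KG, Fe(II), ascorbate, NAD⁺ plus FDH, pH 7.5 HEPES. Compounds: titrated, 10 min pre-incubation with enzyme.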
# * = called active by the depositor; ? = inconclusive; & = joins results of further samples; [ ] = another dose, or the depositor's remark. Potency means the concentration at half of the fitted maximal effect. Some of the compounds tested; count on the stated rates, not on these rows.
compound	KDM5B inhibitor
Cc1ccc(C)c(C(=O)C(C)Oc2ccc(C#N)cc2)c1 (stereo not drawn)	20.8%
O=C1NC(=NC2CCCC2)C2(CCN([S+](=O)([O-])c3cccc(C(F)(F)F)c3)CC2)N1c1cc(F)cc(F)c1	10.2%
Cc1coc2c(C)c3oc(=O)c(CC(=O)N4CCCCC4)c(C)c3cc12	?
O=C(Nc1ccc(C(=O)N2CCN(c3ccc(F)cc3)CC2)cc1)C1=CSCCO1	-9.1%
COc1cccc(CNC(=O)Cn2c(C)c3cnn(-c4ccccc4)c(=O)c3c2C)c1	?
COc1ccc2cc(/C=C(\NC(=O)c3ccccc3)C(=O)NCCCO)c(Cl)nc2c1	?
CN(C)c1cc(=O)c2ccnc(-c3ccccc3Oc3ccccc3)c2o1	35.5µM*
O=c1n(-c2ccc(F)cc2F)nc2n1CCN(Cc1cccc3ccccc13)C2	?
COc1cc(=O)n2c(c1C(=O)NC1CCCCCCC1)CCCC2	16.3%
COc1ccccc1CNC(=O)c1oc2ccc3c(c2c1C)C(=O)CC(C)(C)O3	?
CCC(C)NC(=O)Cn1ncc2c(C)n(Cc3ccc(F)cc3)c(C)c2c1=O (stereo not drawn)	1.4%
CCOc1ccc(CCNC(=O)Cn2nc(CC)n3c(cc4sccc43)c2=O)cc1	-26.3%
O=C(NCCc1csc(-c2ccccn2)n1)c1ccccc1	?
CN1c2cc(C(=O)Nc3ccccc3)ccc2C(=O)N2CCCCC21 (stereo not drawn)	?
CC(C)(C)c1ccc(/C=N/NC(=O)Cc2ccc(Cl)cc2)cc1	5.6%
Cc1cccc(N2CCN(C(c3ccc(F)cc3)c3nnc(-c4ccccc4)o3)CC2)c1C (stereo not drawn)	9.9%
O=C1CCN(C(=O)Cc2ccccc2)CCCC(CO)CCN1 (stereo not drawn)	7.0%
CCNC(=O)[C@@H]1C[C@H](N)CN1C(=O)c1c(C)nc2sccn12	-7.4%
CN(CC(=O)Nc1ccccc1)C(=O)C(C)(C)C#N	14.8%
Cc1cc(C)c(C(N)CO)cc1C (stereo not drawn)	?
COc1ccc(COC(=O)C2=C(C)NC3=C(C(=O)CCC3)C2c2cccc(OC)c2)cc1 (stereo not drawn)	?
COCCC1(NC(=O)C2CCOCC2)CCN(C(=O)C2COc3ccccc3O2)CC1 (stereo not drawn)	-7.5%
CCCOc1ccc(Nc2cc(C)nc(C)n2)cc1	-12.7%
COCC1CN(C(C)=O)CC12CCN(S(=O)(=O)c1cn(C)cn1)CC2 (stereo not drawn)	14.6%
Cc1[nH]c2ccccc2c1C(=O)C(=O)NCCCC(N)=O	15.1%

# The final four compounds of the section before are carried over, then new ones follow:
compound	KDM5B inhibitor
COCCC1(NC(=O)C2CCOCC2)CCN(C(=O)C2COc3ccccc3O2)CC1 (stereo not drawn)	-7.5%
CCCOc1ccc(Nc2cc(C)nc(C)n2)cc1	-12.7%
COCC1CN(C(C)=O)CC12CCN(S(=O)(=O)c1cn(C)cn1)CC2 (stereo not drawn)	14.6%
Cc1[nH]c2ccccc2c1C(=O)C(=O)NCCCC(N)=O	15.1%
O=C(c1ccccc1F)N1CCc2nc(C3CC3)nc(-c3ccc(O)cc3)c2CC1	-18.1%
Cc1nc(-c2c3n(c(=O)n(Cc4ccc(OC(F)(F)F)cc4)c2=O)CCCC3)no1	-10.1%
CC(C)(C)c1ccc(S(=O)(=O)Nc2ccc(C(=O)N3CCCC3)cc2)cc1	4.0%
CCCCc1nc(NCc2ccncc2)c(C#N)c2c1CCCC2	-20.1%
CC(=O)Oc1ccc2c(=O)c(-c3ccc4c(c3)OCCO4)c(C)oc2c1	?
COc1ccc(/C(C)=N/Nc2nc(C)cc(-c3ccccc3)n2)cc1	20.5%
COc1ccc(OC)c(CN2CCc3ncc(C(=O)Nc4ccccc4)n3CC2)c1	-21.1%[86.2 µM]
Cc1cc2oc(=O)cc(COC(=O)C3CCCO3)c2cc1C (stereo not drawn)	-20.4%
CCN(c1ccc(OC)cc1)S(=O)(=O)c1ccc2[nH]c3c(c2c1)CCCCC3	?
CC(C)c1ccc(NC(=O)c2cc(F)c(F)cc2Cl)cc1	15.7%
CCc1ccccc1NC(=O)Cc1c(C(=O)O)[nH]c2ccc(Cl)cc12	-23.7%
Cc1cccc(CNC(=O)c2c(C)noc2-c2ccc(C(C)(C)C)cc2)c1	?
COCC(=O)N[C@@H]1CN(Cc2ccncc2)C[C@H]1CO	?
CCN(CC)S(=O)(=O)c1ccc2c(c1)N(CC(=O)Nc1ccc(Cl)cc1)C(=O)C1CCCN21 (stereo not drawn)	18.3%
O=C(c1ccc(C(F)(F)F)cc1)N1CCC2(C1)C(=O)N(c1ccccc1)c1ccccc12 (stereo not drawn)	6.1%[115 µM]
CCOc1ccc(-c2cc3nc(C4CCN(C(=O)OC(C)(C)C)CC4)c(C(=O)Nc4ccc(C)cc4Cl)cn3n2)cc1	?
COC[C@@H]1CN(C(=O)Cn2nc(C)cc2C)C[C@H]1c1nc(C2CC2)no1	-3.2%
COc1cccc2cc(C(=O)NCCc3c(C)[nH]c4ccc(C)cc34)c(=O)oc12	11.9%
Cc1cc(-c2ccc(S(=O)(=O)Nc3cccc(Cl)c3C)s2)on1	-23.1%
CCOC(=O)C1CC1CN1CCCC12Cc1ccccc1CNC2=O (stereo not drawn)	4.5%[115 µM]
COc1ccc(N(Cc2cccs2)C(=O)c2ccc(OC)c(Cl)c2)cc1	?
COCc1cc(C[C@@H]2C[C@H](NC3CCOCC3)C2(C)C)no1	0.9%[86.2 µM]
C=CCSc1ccccc1NS(=O)(=O)c1ccc(S(=O)(=O)N(CC)CC)cc1	-26.4%
CCOc1cc(=O)n2c(c1C(=O)NCCCN1CCCc3ccccc31)CCCCC2	11.2µM*
NC(=O)CCNC(=O)C1=C[C@@H](NC(=O)Nc2cccc(F)c2)[C@@H](O)[C@H](O)C1	?

compound	KDM5B inhibitor
CCCN(C)c1nccnc1OC1CCN(C(=O)C2CCC2)C1 (stereo not drawn)	-24.6%
CCN(CC)c1ccc(C(=O)NN2CC(O)=C(c3nc(-c4ccc(Cl)cc4)cs3)C2=N)cc1	10.1%
Cc1nc(-c2ccc(C)c(S(=O)(=O)N3CCC(C(=O)Nc4ccc(Cl)cc4)CC3)c2)no1	-17.8%
COc1ccc(Nc2nc(N3CCN(c4ccccc4)CC3)c3cnn(C)c3n2)c(OC)c1	79.6%[activator]
COc1cccc([S+](=O)([O-])N2CCCC3(C2)C(=NC2CCCC2)NC(=O)N3c2cc(F)cc(F)c2)c1 (stereo not drawn)	-9.0%
C[S+](=O)([O-])N1CCC2(CCN(Cc3cccs3)c3ccccc3O2)CC1	-4.3%
COc1ccc2oc(=O)cc(-c3cc4ccccc4o3)c2c1	-8.7%
c1ccn2cc(CSc3ccc4c(c3)OCCCO4)nc2c1	10.5%
O=C(NC1CCCN(c2cc(-c3ccccc3)[nH]n2)C1)c1ccccc1 (stereo not drawn)	-7.0%
CCOC(=O)c1ccccc1NC(=O)c1ccc(N2CCCCS2(=O)=O)cc1Cl	-25.3%
COc1cccc(C(Nc2ccccn2)c2c(NC(=O)c3ccccc3)sc(C)c2C)c1 (stereo not drawn)	11.4%
COc1ccc(S(=O)(=O)Nc2nc3ccccc3nc2NCc2ccc(C)cc2)cc1	-25.4%
Cc1cccc(CC(=O)N2CCC3(CC2)CC(O)CCO3)c1 (stereo not drawn)	8.7%
O=C(O)C(c1c[nH]c2ccc(Cl)cc12)N1CCCN(c2ccc(C(F)(F)F)cn2)CC1 (stereo not drawn)	-6.8%
COc1ccccc1-c1nc(SCC(=O)c2ccccc2)n[nH]1	-5.7%
CCOc1ccccc1C(=O)Nc1ccc2oc(=O)ccc2c1	11.8%
Cc1ccc(-c2cc(C(=O)OC(C)C(N)=O)c3ccccc3n2)c(C)c1 (stereo not drawn)	-3.3%
Cc1nc2c(c(C)c1CCC(=O)NCCN1CCCCCC1)c(=O)n(C)c(=O)n2C	-15.9%
Cc1ccccc1CCNC(=O)c1cc2cc(S(=O)(=O)N3CCCCC3)ccc2n1C	-14.2%
O=C(NCc1ccnc(-n2cccn2)c1)c1ccc(NC(=O)c2ccccn2)cc1	-1.7%
Cc1oc(-c2nc(C#N)c(NCCCN(C)C)o2)cc1S(=O)(=O)N1CCCCCC1	?
CC(=O)NC(C)C(=O)O (stereo not drawn)	29.1%
CC(NCc1ccc(-c2ccccc2F)o1)c1ccccc1 (stereo not drawn)	12.0%
CCOc1ccc2oc(=O)cc(CN3CCN(Cc4ccc(F)cc4)CC3)c2c1	?
Cc1ccc(C(=O)COC(=O)CCC(=O)Nc2ccc(Oc3cc(C)ccc3C(C)C)cc2)cc1	?

mol | KDM5B inhibitor
Cc1ccccc1-c1nc(SCC(=O)NCCc2ccc(Cl)cc2)n2[nH]c(=O)cc2n1 | ?
O=C(c1n[nH]c2ccccc12)N1CCC2(CC1)CC(N1CCOCC1)CCO2 (stereo not drawn) | 4.5%
CCOc1ccccc1NC(=O)Cn1c(=O)oc2cc(S(=O)(=O)NCc3ccccc3)ccc21 | -15.1%
COc1ccc(CN[C@H]2[C@H](O)[C@@H](N(C)CCc3ccccn3)[C@@H]3OC[C@H]2O3)cc1 | ?
Oc1cccc(/C=C/c2nc3ccccc3s2)c1 | ?
CC(C)CCN1CCC(N2CCN(C(=O)c3cccc(Br)c3)CC2)C1=O (stereo not drawn) | -7.2%
Cc1ccc(C(=O)COC(=O)C2(C)CC2(Cl)Cl)cc1C (stereo not drawn) | 20.6%
COc1cc(CNC(=O)CCC2CCN(S(=O)(=O)c3ccccc3)CC2)cc(OC)c1 | 7.7%
CCc1ccc(-c2ccc3nnc(SCC(=O)Nc4cccc(C(C)=O)c4)n3n2)cc1 | 8.7%&-25.0%
CSc1cccc(NC(=S)NC(=O)CCc2ccccc2)c1 | -6.8%

# 4 of the compounds above, with values ahead of the structure.
KDM5B inhibitor | compound
20.6% | Cc1ccc(C(=O)COC(=O)C2(C)CC2(Cl)Cl)cc1C (stereo not drawn)
7.7% | COc1cc(CNC(=O)CCC2CCN(S(=O)(=O)c3ccccc3)CC2)cc(OC)c1
8.7%&-25.0% | CCc1ccc(-c2ccc3nnc(SCC(=O)Nc4cccc(C(C)=O)c4)n3n2)cc1
-6.8% | CSc1cccc(NC(=S)NC(=O)CCc2ccccc2)c1

# Remaining list, next part:
mol | KDM5B inhibitor
C[S+](=O)([O-])N1Cc2ccccc2CC2(CCN(Cc3ccccn3)CC2)C1 | 32.7%[activator][115 µM]
CCN(CC)S(=O)(=O)c1ccc2[nH]cc(C(=O)NCCc3ccccc3)c(=O)c2c1 | ?
Cc1ncc(CO)c2cc(C(=O)Nc3ccccc3Cl)c(=Nc3cccc(C(N)=O)c3)oc12 | 26.2%
N#Cc1c(NC(=O)c2ccn(C(F)F)n2)sc2c1CCCC2 | ?
COc1ccc(-c2cc(C(=O)Nc3cccc(O)c3)on2)cc1OC | ?
NC(=O)N1CCCC1C(=O)N1CCC(c2[nH]ncc2-c2cccc(F)c2)CC1 (stereo not drawn) | -2.9%
N#C/C(=C/c1cccc(OC(F)F)c1)c1ccccn1 | -27.7%
O=C(c1cc(C2CC2)nc2onc(C3CCNC3)c12)N1CCCCC1 (stereo not drawn) | ?
O=C(NCc1ccc(F)cc1)NC1CCc2nnc(C3CC3)n2CC1 (stereo not drawn) | 17.9%
O=c1c(-c2cc(-c3ccc(F)cc3)nc3c2COc2ccc(Cl)cc2-3)coc2ccc(F)cc12 | -8.4%

mol | KDM5B inhibitor
CC(=O)c1ccccc1OCCOC(=O)c1ccc2c(c1)NC(=O)CS2 | 4.1%
CCN(CC)c1nc2ccccc2nc1C(=O)Nc1c(C)cccc1C | 7.5%
O=Cc1cc(Cl)c(O)c(Br)c1 | -2.5%
Cc1ccc(OCc2nc(C#N)c(N3CCCCC3)o2)cc1 | -1.7%
CCC(C)C(=O)NCc1cccc(COC(C)C)c1 (stereo not drawn) | 15.9%
CC(C)N1C(=O)C(NC(=O)C(=O)NCc2cccnc2)c2ccccc21 (stereo not drawn) | 0.4%
COc1ccc(C(=O)N[C@H]2C[C@H]3C(=O)Nc4ccc(-c5cccs5)cc4C(=O)N3C2)cc1 | 35.5µM*
Cc1nc2c(c(C)nn2C(C)(C)C)c(C)c1CCC(=O)Nc1ccc(Br)cc1Br | ?
O=C(Nc1ccc(OCc2cc(=O)n3c4c(sc3n2)CCCC4)cc1)c1ccc(F)cc1 | 8.7%
O=C(Nc1ccccc1)N1CCN(c2ccccc2Cl)CC1 | -14.1%

mol | KDM5B inhibitor
COc1ccc(-c2nc(C#N)c(NCc3ccco3)o2)cc1 | ?
c1csc(CNCCC2CCCC2)c1 | 8.1%
CCc1ccccc1NC(=O)c1cnc2ccccc2n1 | 15.4%
CC1=C(C(=O)N(CC(=O)NCc2ccc(C)cc2)c2ccc(Cl)cc2)SCCO1 | -5.0%
Cc1ccc(C)c(N2CCN(c3nc4ccc(Cl)cc4n4cnnc34)CC2)c1 | -45.6%
COc1ccccc1C(=O)Sc1ccc(C)cc1 | -10.6%
COc1ccc(OC)c(CCNC(=O)CCn2c(=O)c3cccn3c3cccnc32)c1 | ?
C/C=C/Cn1c(NCc2ccccc2)nc2c1c(=O)[nH]c(=O)n2C | 9.9%
CNc1c(NC(=O)Nc2ccc(F)cc2)c(=O)oc2ccccc12 | -15.6%
CC1(C)CNC(=O)c2nc(CC3(O)CCCC3)[nH]c2C1 | ?

mol | KDM5B inhibitor
CCc1nc2c(c(-c3ccc(O)cc3)n1)CCN(Cc1ccc(C(F)(F)F)cc1)CC2 | -21.9%
COc1ccccc1NS(=O)(=O)c1cc(NC(=O)C2CCC2)ccc1N1CCCCC1 | ?
COc1ccccc1CCC(=O)N1CCC[C@H]1c1nc(-c2ccccc2)no1 | 12.8%
COCC(=O)N(C1CCOCC1)C1CCN(C(=O)Cc2ccccc2F)CC1 | -17.5%
